Assay outcomes deposited in PubChem by several laboratories.
SIAH1 antagonists: Siah-1 peptide-binding antagonists, primary screen, biochemical, fluorescence polarization, rhodamine-plectin, uHTS (AID 1817). one-dose displacement, % at 20 µM; IC50 in µM for titrated hits. Siah-1 / rhodamine-plectin peptide fluorescence polarization; higher % means a stronger effect. actives 0.02% (n = 290,000);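 active = displacement of at least 50% at 20 µM, with a fluorescence ratio check between 0.3 and a set limit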;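 also: plate controls were Siah plus tracer with DMSO for no effect and tracer alone without Siah for full effect; strong numbers were not always called active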
UTI89 phage lysis: inhibition of K1F phage lysis, E. coli UTI89, bacterial capsule biogenesis inhibitors, alamar blue (AID 488966); E. coli UTI89 K1F phage lysis, alamar blue, 2 h; higher % means a stronger effect; inhibition, % at 100 µM, or IC50 in µM where a hit was titrated; actives 0.02% (n = 340,000);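 active = phage lysis inhibition, versus mean bacterial control, above a set limit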;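 also: capsule biogenesis inhibitors block K1F phage lysis so surviving cells raise fluorescence; higher fluorescence means more inhibition of phage lysis; actives were called in the ten point dose series up to 300 µM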
Lipid droplet: modulators of hepatic lipid droplet formation | AML12 mouse hepatocytes, oleate lipid droplets, BODIPY imaging | inhibition, % at 6.5 µM | actives 0.4% (n = 240,000) | AID 1656;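 active = lipid droplet intensity inhibited by at least 50%, with more than 500 cells counted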
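Assay system: AML12 hepatocytes (mouse) / Also added: 100 µM oleic acid challenge / Times: overnight treatment with compound plus oleate / Detection: high-content imaging of BODIPY-stained droplets and DAPI nuclei / Evaluation: % inhibition of lipid droplet signal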
Lipid droplet cells 6.5 µM: second read-out of Lipid droplet, no call of its own (marks repeat the call); cell count; measured here: cell count, cytotoxicity flag;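 cells counted across two imaged fields per well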
Active calls of the source: *; [ ] = dose if it differs, or a comment.

SMILES	SIAH1 antagonists	UTI89 phage lysis	Lipid droplet	Lipid droplet cells 6.5 µM
CC(C)Cc1nnc(NC(=O)CCC(=O)Nc2ccc(Cl)cc2)s1	13.6%	0.4%	6.8	670
C=CCn1c(=O)c2c(nc3n2CC(C)CN3CCc2ccccc2)n(C)c1=O (stereo not given)	0.3%	0.2%	-1.3	764
CN(Cc1ccco1)C(=O)C1CCN(c2nnc(-n3cccc3)s2)CC1	1.5%	0.1%	8.4	740
O=C(O)C1C2C=CC(C2)C1C(=O)Nc1cccc(C(F)(F)F)c1 (stereo not given)	-0.2%	0.3%	-11.7	798
Cc1nc2sccn2c(=O)c1S(=O)(=O)NCc1ccccc1	-5.7%	-2.5%	-3.5	680
Cc1ccc(NC(=O)CCCn2c(=O)[nH]c3ccsc3c2=O)cc1	6.2%	-0.1%	2.9	755
CCC1CCCCN1CCNC(=O)C1CCCN(S(=O)(=O)c2cccc3nsnc23)C1 (stereo not given)	-2.3%	0.3%	-15.0	702
CC(C)Cc1nnc(NC(=O)CCC(=O)NC2CCCCC2)s1	1.0%	0.2%	-6.1	689
O=c1ccc(-c2ccc(S(=O)(=O)Nc3cccc(Br)c3)o2)n[nH]1	1.9%	-0.1%	-2.9	750
COc1ccc(N2CC(C(=O)Nc3c4c(nn3-c3ccccc3)CS(=O)(=O)C4)CC2=O)cc1 (stereo not given)	0.1%	-0.3%[50 µM]	-8.1	594
COc1ccc(/C(O)=C2/C(=O)C(=O)N(CCCN3CCOCC3)C2c2ccc(OC)cc2)cc1 (stereo not given)	5.5%	-0.4%	33.7	598
CN1C(=O)c2ccc(C(=O)Nc3cccnc3)cc2C1=O	0.9%	0.1%	10.7	683
O=C(CCCl)Nc1nc2c(s1)CCc1ccccc1-2	-2.5%	0.1%	-1.8	800
CN(c1ccc(C(=O)NCc2ccncc2)cc1)S(=O)(=O)c1ccc(Cl)cc1	2.1%	-0.2%	-65.8	774
COc1cc(=O)[nH]c(SCC(=O)Nc2nc3c(s2)CCCC3)n1	4.6%	0.7%	24.5	777
CC(C)C1Oc2ccccc2N(CC(=O)N(C)C2CCCCC2)C1=O (stereo not given)	-3.6%	-0.9%	-9.8	838
CCn1cc(C(=O)N[C@H](C(=O)NCCCN2CCOCC2)C(C)C)c(=O)c2cc3c(cc21)OCO3	2.1%	0.1%	-51.4	452
Clc1ccc2oc(SCc3cccnc3)nc2c1	-3.5%	0.1%	2.6	397
O=C(N/N=C/c1cccc(OC(=O)c2cccc(Br)c2)c1)c1cccnc1	4.3%	0.0%	-10.6	644
O=C(Nc1ccccc1O)c1ccc(NC(=O)C2CC2)cc1	-1.9%	-0.1%	3.3	872
CC1CC(C)CN(C(=O)CSc2nnc(-c3ccco3)o2)C1 (stereo not given)	0.8%	-0.1%	-14.0	813
O=C(N/N=C/c1ccco1)c1cccc(NC(=O)c2ccccc2Cl)c1	-5.0%	0.0%	2.5	748
CCOC(=O)CC1COc2ccccc2N1C(=O)c1cccc([N+](=O)[O-])c1 (stereo not given)	2.2%	0.1%	-4.8	426
O=C(Nc1ccncc1)Nc1cc(Cl)ccc1Cl	-6.0%	2.3%	14.2	848
Cc1ccc2oc(C(=O)N3CCN(Cc4nccn4C)CC3)c(C)c2c1	7.1%	0.3%	19.7	686

(next part)
SMILES	SIAH1 antagonists	UTI89 phage lysis	Lipid droplet	Lipid droplet cells 6.5 µM
COc1ccc(CNC(=O)C2CCC(CNS(=O)(=O)c3ccccc3)CC2)cc1 (stereo not given)	-1.3%	0.2%	7.8	822
CC1(C)Cc2c(cnn2-c2ccccc2)C(NC(=O)CCc2ccc(=O)[nH]n2)C1 (stereo not given)	-1.9%	0.0%	-2.2	860
O=[N+]([O-])c1cccc2c1ccc1ncccc12	7.3%	0.0%	17.0	832
COC(=O)C1CCN(C(=O)Cn2nnc(-c3ccccc3)n2)CC1	-2.2%	0.5%	-1.1	741
CSCc1ccc(C(=O)NC2CC(C)(C)Cc3c2cnn3-c2ccc(F)cc2)o1 (stereo not given)	7.1%	0.3%	-8.5	758
N[C@H](CSCc1ccccc1)C(=O)Nc1ccc([N+](=O)[O-])cc1	1.8%	0.4%	13.1	849
CS(=O)(=O)N(CC(=O)Nc1ccccc1C(=O)N1CCOCC1)c1cccc(F)c1	12.6%	1.7%[50 µM]	0.6	829
COc1ccc(OC)c(C(=O)N2CCC(CCC(=O)NC3CC3)CC2)c1	-5.1%	0.1%	24.6	775
CC(CN1CCOCC1)OC(=O)c1ccc(C(C)(C)C)cc1 (stereo not given)	-2.8%	0.2%	-2.2	827
COc1ccc(C(=O)Nc2nnc(S(=O)(=O)N(C)Cc3ccccc3)s2)cc1	-2.4%	0.0%	10.4	670
Cc1ccccc1NC(=S)NC1CCCC1	12.1%	0.0%	-12.2	793
COc1ccc(S(=O)(=O)NCc2cccnc2)cc1C(=O)NC1CCCCC1	12.2%	-0.2%	0.5	883
Cc1ccc(NC(=O)CN2CCc3cc4c(cc3C2C)OCCCO4)cc1C (stereo not given)	-3.2%	0.4%	1.0	737
Cc1cccc(C(=O)N2CCc3cc(-c4nc(NC(=O)CN5CCCC5)sc4C)ccc32)c1	-5.5%	-0.1%	-2.4	793
COc1cc2c(cc1OC)C(C)N(C(=O)Nc1cc(C)cc(C)c1)CC2 (stereo not given)	0.0%	-0.1%	35.5	717
CCCN(CCC)Cc1c(C(=O)N/N=C/c2cccs2)nnn1-c1nonc1N	1.3%	-0.5%	-19.5	796
CC1CCN(CCCNC(=O)CCc2nnc3n(CCc4ccccc4)c(=O)c4ccccc4n23)CC1	1.0%	5.5%	-1.2	723
COc1cccc(CCNC(=O)c2cccc(NC(=O)C3=C(C)OCCS3)c2)c1	-2.9%	0.2%	0.4	768
COc1cc(-c2nnc(COC(=O)c3cccn3C)o2)cc(OC)c1OC	1.6%	-1.2%[50 µM]	-2.2	732
COc1ccc(C(=O)NCC(=O)N2CCN(c3ccccc3)CC2)cc1	4.6%	-0.2%	-2.2	779
CCc1cc2c(=O)c(-c3nc4ccccc4n3C)coc2c(CN2CCCC(C)C2)c1O (stereo not given)	-5.0%	0.9%[50 µM]	6.4	816
CC1CCCN(CCCNC(=O)c2ccc3c(c2)N(Cc2ccccc2F)C(=O)c2ccccc2S3(=O)=O)C1 (stereo not given)	-6.2%	1.4%	-13.5	633
O=C(CNS(=O)(=O)c1ccc(Br)s1)NCc1ccc(F)cc1	-1.3%	0.3%	6.5	709
CCOC(=O)N1CCN(C(=O)c2ccccc2NC(=O)c2ccccc2Cl)CC1	1.8%	-0.1%	-3.7	885
O=c1[nH]c(C2CCN(S(=O)(=O)c3ccccc3C(F)(F)F)CC2)nc2c1nnn2Cc1cccc(F)c1	-3.2%	0.2%	-2.1	801

Taken from the results shown (5 entries):
SMILES	SIAH1 antagonists	UTI89 phage lysis	Lipid droplet	Lipid droplet cells 6.5 µM
CC(C)Cc1nnc(NC(=O)CCC(=O)Nc2ccc(Cl)cc2)s1	13.6%	0.4%	6.8	670
C=CCn1c(=O)c2c(nc3n2CC(C)CN3CCc2ccccc2)n(C)c1=O (stereo not given)	0.3%	0.2%	-1.3	764
CN(Cc1ccco1)C(=O)C1CCN(c2nnc(-n3cccc3)s2)CC1	1.5%	0.1%	8.4	740
O=C(O)C1C2C=CC(C2)C1C(=O)Nc1cccc(C(F)(F)F)c1 (stereo not given)	-0.2%	0.3%	-11.7	798
Cc1nc2sccn2c(=O)c1S(=O)(=O)NCc1ccccc1	-5.7%	-2.5%	-3.5	680

Carrying on.
SMILES	SIAH1 antagonists	UTI89 phage lysis	Lipid droplet	Lipid droplet cells 6.5 µM
CCOc1ccccc1CNS(=O)(=O)c1ccc2c(c1)C(C)(C)C(=O)N2C	-0.1%	0.1%	14.0	767
Cn1c(=O)c2sccc2n2c(CCCC(=O)N3CCN(c4ccccn4)CC3)nnc12	1.4%	-0.2%	-19.6	663
COc1ccc(S(=O)(=O)NCC(=O)NCc2cc(=O)n(C)c(=O)n2C)cc1F	0.7%	0.0%	-5.9	815
COCCN(C(=O)CNC(=O)c1ccco1)C(C(=O)NC1CCCC1)c1ccc(OC)cc1 (stereo not given)	-6.1%	0.9%	-1.1	659
Cc1cccnc1NC(=O)c1nn(C)c2c1CS(=O)(=O)c1ccccc1-2	11.8%	0.3%	-8.6	746
Cc1ccc(NC(=O)c2ccc(S(=O)(=O)NCc3ccco3)cc2)cc1	-2.1%	0.1%	18.7	797
CCc1ccc(S(=O)(=O)c2cn(C)c3cc(OC)c(OC)cc3c2=O)cc1	-5.0%	0.1%	-17.4	731
COc1ccc(/C(N)=N/OC(=O)c2ccc(Br)o2)cc1	1.9%	0.3%	4.0	814
COc1ccc(N=NC2C(=O)N(c3ccccc3)N=C2C)cc1 (stereo not given)	-7.0%	-1.0%[50 µM]	52.5*	606*
COc1ccc(NC(=O)COC(=O)C2CC(=O)N(Cc3ccc(C)cc3)C2)cc1 (stereo not given)	2.2%	0.1%	-2.1	836
Cc1cc(=O)oc2cc(O[C@@H]3O[C@H](CO)[C@@H](O)[C@H](O)[C@H]3O)ccc12	-4.2%	1.0%[50 µM]	-9.0	846
CN(CC(=O)Nc1ccc(F)cc1)S(=O)(=O)c1ccc2c(c1)c(=O)n(C)c(=O)n2C	-2.0%	0.0%	-6.2	691
COc1cccc(CNC(=O)CCN2C(=O)[C@@H]3Cc4ccccc4CN3C2=O)c1	-2.9%	0.0%	8.6	702
COc1ccc(CCN2CC(C(=O)N(C)Cc3ccc(C)o3)CCC2=O)cc1 (stereo not given)	8.7%	0.6%	-0.4	738
O=C(COc1ccccc1)Nc1cc(Cl)ccc1Cl	1.8%	0.1%	-4.4	751
CC(=O)Nc1ccc(C(=O)N2CCCc3ccccc32)cc1	-5.8%	0.2%	-4.1	805
O=C(Oc1cccc(Cl)c1)N1CCOCC1	14.0%	1.5%	-1.9	848
Cc1c(OCC(=O)N2CCC(C(=O)O)CC2)ccc2c3c(c(=O)oc12)CCC3	-2.5%	-2.2%	0.8	810
CCc1ccc(NC(=S)N(CCC(C)C)C2CCN(C(C)=O)CC2)cc1	-0.2%	-0.1%	11.2	826
CC#CC(=O)N1CCCC(Cc2cccc(OC)c2)(C(=O)OCC)C1 (stereo not given)	-1.2%	0.1%	-23.3	806
COc1ccc(-c2c(C)nc3c(-c4ccccn4)cnn3c2N)cc1	6.8%	2.3%[50 µM]	-59.4	613
COc1cc(OC)cc(C(=O)NCc2ccc3c(c2)OCO3)c1	0.8%	-0.3%[50 µM]	-14.9	694
CCN(CC(=O)NC(=O)NCc1ccccc1)Cc1ccccc1	-2.6%	-0.1%	1.5	825
NS(=O)(=O)c1ccc(N2CCN(CCOc3ccc(Cl)cc3)CC2)nc1	6.1%	0.1%	-3.5	753
Cc1ccccc1S(=O)(=O)NCC1CCCO1 (stereo not given)	-6.3%	0.2%	1.2	793

Additional compounds:
SMILES	SIAH1 antagonists	UTI89 phage lysis	Lipid droplet	Lipid droplet cells 6.5 µM
COc1ccc(C2=CSC3=NCCN23)cc1Cl	-14.3%	0.6%	3.5	800
Nc1ccc(C(=O)N/N=C/c2cn(Cc3cccc(F)c3)c3ccccc23)cc1	6.2%	-0.8%[50 µM]	-20.5	777
CC(C)(C)c1ccc(C(=O)NCCCNC(=O)c2ccccn2)cc1	-2.7%	0.1%	4.5	841
CN(C)CCCNC(=O)c1cc(C(=O)Cc2ccc(Cl)cc2)c[nH]1	3.6%	0.1%	2.4	745
OCC1(CCOc2ccccc2)CCN(Cc2ccccc2C(F)(F)F)CC1	3.0%	0.2%	-16.0	784
Cc1cccc(Nc2nc(N)c([N+](=O)[O-])c(N3CC(C)OC(C)C3)n2)c1 (stereo not given)	-4.7%	-0.1%	47.2	814
COc1ccc(CNC(=O)CCC(=O)Nc2ccc(Cl)cc2)cc1	3.9%	-0.2%	2.4	822
O=C(c1ccco1)N1CCN(Cc2ccc(F)cc2Cl)CC1	-4.4%	0.0%	13.1	800
CCc1ccc(NC(=O)C2CCN(S(=O)(=O)c3ccc4c(c3)CC(C)N4C(C)=O)CC2)cc1 (stereo not given)	-7.1%	1.2%	47.9	788
O=C(O)c1cccc(N2C(=O)c3cc([N+](=O)[O-])cc4cc([N+](=O)[O-])cc(c34)C2=O)c1	48.6%	-0.1%	4.0	771
COc1ccc(CCNC(=O)COc2cc(C)cc3oc(=O)cc(C)c23)cc1OC	7.1%	-0.3%	-17.5	718
CCCn1c(C2CCCN2c2nc(-c3ccc(C)cc3)cs2)nc2ccccc21 (stereo not given)	-0.3%	4.6%	-20.1	796
CC(C)CC(C(=O)O)N1C(=O)C2C3C=CC(C2C1=O)C1C(=O)N(C(CC(C)C)C(=O)O)C(=O)C31 (stereo not given)	3.4%	0.1%	-1.0	681
CCN(CC)CCN(C(=O)c1ccc2c(c1)CCCC2)c1nc2ccc(C)cc2s1	-3.6%	0.7%	9.8	848
CC1CCN(c2ccc(-c3cccc(NC(=O)C(F)(F)F)c3)nn2)CC1	-4.0%	0.2%	13.6	779
Cc1cccn2c(=O)c3cc(C(=O)NC4CCS(=O)(=O)C4)n(Cc4ccccc4)c3nc12 (stereo not given)	3.3%	0.3%	-12.4	692
COc1cccc(NC(=O)CSc2nnc(Cc3ccc(OC)c(OC)c3)o2)c1	6.5%	0.1%	5.1	789

Not all compounds are listed, so the mix of outcomes need not match the whole.
